# HTR5A ag: HTR5A agonists in luminescence cell assay, primary screen, counter-screen for OPRM1-OPRD1 heterodimer agonist project, full-deck HTS. actives 0.61% (n = 340,000). activation, % at 9.3 µM. cell-based; in the data active = activation mostly above about 9.5%, no sharp cut-off; inactive = mostly below about 7.6%;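 note: 0% = cells with vehicle only and 100% = reference agonist; strong numbers were not always called active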
# Target sequence (P47898 whole entry, looked up): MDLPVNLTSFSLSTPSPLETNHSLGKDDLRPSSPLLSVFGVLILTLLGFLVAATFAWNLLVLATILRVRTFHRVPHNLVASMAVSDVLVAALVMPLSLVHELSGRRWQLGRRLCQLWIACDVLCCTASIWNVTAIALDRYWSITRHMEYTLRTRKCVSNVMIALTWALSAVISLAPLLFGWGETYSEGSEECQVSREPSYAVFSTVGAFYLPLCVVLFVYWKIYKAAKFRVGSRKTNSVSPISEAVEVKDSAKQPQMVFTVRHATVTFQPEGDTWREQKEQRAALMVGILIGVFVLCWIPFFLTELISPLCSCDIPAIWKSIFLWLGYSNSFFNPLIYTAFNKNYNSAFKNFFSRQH
# NSD2 HMT inh: NSD2 histone methyltransferase inhibitors, primary screen, biochemical, AlphaScreen, single concentration, set 2; Histone-lysine N-methyltransferase NSD2 (Homo sapiens), O96028; inhibition, % at 12.5 µM; actives 0.54% (n = 310,000); NSD2 peptide methylation, 120 min; in the data active = inhibition above about 50%
# SR-BI HDL uptake: inhibitors of SR-BI mediated HDL lipid uptake, primary screen, ldlA[mSR-BI] cells, fluorescence, single point; ldlA[mSR-BI] CHO cells, DiI-HDL uptake fluorescence, 3 h; actives 0.96% (n = 320,000); inhibition, % at 12.5 µM;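 active = mean replicate inhibition of at least 70% and a set share of replicates each scoring 70 or more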;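 note: 0% = median of neutral control wells and 100% = median of positive control wells; values of inactives mirror those of a sister screen read the other way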
# Target sequence (Q61009 whole entry, looked up): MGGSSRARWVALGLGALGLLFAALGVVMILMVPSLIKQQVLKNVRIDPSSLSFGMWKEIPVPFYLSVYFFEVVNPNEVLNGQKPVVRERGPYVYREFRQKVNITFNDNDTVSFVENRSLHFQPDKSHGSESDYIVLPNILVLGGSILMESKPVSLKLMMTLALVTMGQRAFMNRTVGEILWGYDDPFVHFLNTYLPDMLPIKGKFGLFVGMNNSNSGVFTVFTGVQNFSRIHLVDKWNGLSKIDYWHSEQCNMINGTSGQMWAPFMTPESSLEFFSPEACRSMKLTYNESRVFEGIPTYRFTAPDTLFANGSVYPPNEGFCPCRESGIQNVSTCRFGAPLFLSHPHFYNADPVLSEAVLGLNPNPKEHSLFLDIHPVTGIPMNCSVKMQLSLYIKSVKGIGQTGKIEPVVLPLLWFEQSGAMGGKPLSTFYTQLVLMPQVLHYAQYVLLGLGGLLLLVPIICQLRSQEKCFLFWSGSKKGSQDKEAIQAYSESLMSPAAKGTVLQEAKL
# MITF TRPM1 HTS: activators of MITF-driven TRPM1 promoter reporter, primary screen, cell-based, SK-MEL-5, luciferase, single point; SK-MEL-5 TRPM1-promoter luciferase, 24 h; % of positive control, neutral wells = 0; activation, % at 12.5 µM; actives 0.75% (n = 300,000); AID 588334, 2011;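 active = mean activation of at least 80% with every replicate also reaching 80%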;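 note: 0% = neutral control wells and 100% = parthenolide positive control wells; values of inactives mirror those of a sister screen read the other way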
# HTR5A inv ctr: HTR5A inverse agonists in luminescence cell assay, primary screen, counter-screen for OPRM1-OPRD1 heterodimer inverse agonist project, full-deck HTS; actives 0.083% (n = 340,000); 5-hydroxytryptamine receptor 5A (Homo sapiens), P47898; HTR5A cell line, inverse agonism; inhibition, % at 9.3 µM; AID 504634, 2011; in the data active = inhibition mostly above about 23%, no sharp cut-off; inactive = mostly below about 18%;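 note: 0% = cells with DMSO and 100% = no-cell wells with DMSO; some compounds called inactive have numbers as strong as hits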
# dFosB act: activators of delta FosB homodimer, primary screen, biochemical, fluorescence polarization, TAMRA-CDK5 oligo, single point. purified delta FosB; percent of positive-control signal above neutral wells. activation, % at 25 µM. actives 0.99% (n = 340,000). AID 493131, 2011;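 active = mean activation above about 17%, with every replicate also reaching it, limit read from the data, passing the limit was not always enough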;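 note: fluorescence polarization rise as delta FosB binds a TAMRA Cdk5 AP-1 oligo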
# CDK5 p35 inh: inhibitors of human CDK5/p35 kinase, primary screen, biochemical, single concentration; Cyclin-dependent kinase 5 (Homo sapiens) + Cyclin-dependent kinase 5 activator 1 (Homo …; actives 0.01% (n = 330,000); Recombinant CDK5/p35, ADP-Glo luminescence, 60 min; inhibition, % at 10 µM; AID 488839, 2010;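 active = highest replicate inhibition of at least 50% and at least 75% of replicates reaching 50%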;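 note: plate controls were DMSO neutral control for no effect and GW8510 at 10 µM for full effect; many of its hits are not listed in these tables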
# V-ATPase pH: regulators of yeast V-ATPase proton pumping, primary screen, pHLuorin cytosolic pH fluorescence. S. cerevisiae. response, % at 10 µM. actives 0.37% (n = 350,000). AID 504577, 2011; in the data active = response mostly above about 7.3%, no sharp cut-off; inactive = mostly below about 5.4%; note: actives read high; inactives centre near 0; some compounds called inactive have numbers as strong as hits; reference of the scale not given here
# PvdQ acylase: P. aeruginosa PvdQ acylase inhibitors, primary screen, biochemical, fluorescence, plate reader and imaging, single point; PvdQ acylase [Pseudomonas aeruginosa LESB58]; purified PvdQ acylase; inhibition, % at 10 µM; actives 0.063% (n = 340,000); AID 488965, 2010; in the data active = inhibition above about 30%, passing the limit was not always enough;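 note: 0% = vehicle neutral wells and 100% = reference inhibitor wells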
# Wnt act: Wnt/beta-catenin pathway activators, primary screen, cell-based, plate reader, single point; actives 1.2% (n = 300,000); activation, % at 9.35 µM; AID 743398, 2014; Wnt/beta-catenin reporter cell assay, activator; in the data active = activation above about 30%, passing the limit was not always enough;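 note: 0% = neutral control wells and 100% = positive control wells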
# The depositor's hits bear a star; / = no result given.
1. C#CCOCCOCCOCCNc1nc(N2CCN(C(=O)[C@H](CCCCN)n3cc([C@@H](N)C(C)CC)nn3)CC2)nc(N2CCN(C(=O)[C@H](Cc3ccc(O)cc3)n3cc([C@@H](N)CC(C)C)nn3)CC2)n1 (stereo not given in full)
2. COCCCN1C(=O)C(=O)/C(=C(/O)c2ccc(S(=O)(=O)N3CCCCC3)cc2)C1c1ccc(OC)cc1 (stereo not given)
3. COC(=O)c1sc2nc(C)nc(SCC(=O)C(C)(C)C)c2c1C
4. O=C(NC(=S)Nc1cccc2cc(O)ccc12)c1ccccc1Br
5. CCOC(=O)CN1C(=O)S/C(=C\c2ccc(-c3ccc(C(=O)O)c(Cl)c3)o2)C1=O
6. CCOC(=O)C(=O)c1c(-c2ccc(C)cc2)nc2ccccn12
7. Cc1oc(-c2nc3ccccc3n2C)cc1C(=O)c1ccccc1
8. Cc1onc(-c2ccccc2)c1C(=O)OCC(=O)NC(=O)c1ccccc1
9. CCOCc1nnc(NC(=O)CS(=O)(=O)c2ccc(C)cc2)s1
10. C=CCC1c2cccc(C(=O)O)c2C(=O)N1c1ccc(Cl)cc1 (stereo not given)
screen / no.	1	2	3	4	5	6	7	8	9	10
Wnt act	16	-3	2	-2	0	-1	19	-2	4	0
HTR5A ag	-4	-5	1	-5	4	0	2	2	-5	3
SR-BI HDL uptake	24	-10	9	16	4	3	-5	-5	/	-3
PvdQ acylase	-15	4	-7	-9	3	-6	-27	-4	-3	2
V-ATPase pH	7	0	-1	0	4	-1	1	-3	2	-2
CDK5 p35 inh	0.9	-0.5	0.5	1.8	0.4	3.2	8.5	0.3	0.4	1.9
HTR5A inv ctr	11	23	-2	-6	-10	1	-36	11	13	-8
MITF TRPM1 HTS	-11	5	4	0	6	-3	-15	4	3	-10
NSD2 HMT inh	/	-2	-1	4	37	0	3	-2	-4	8
dFosB act	-1	4	-18	-1	-1	-2	-11	-3	3	2

# Reformatted with tabs: two of the compounds above
entry	mol	Wnt act	HTR5A ag	SR-BI HDL uptake	PvdQ acylase	V-ATPase pH	CDK5 p35 inh	HTR5A inv ctr	MITF TRPM1 HTS	NSD2 HMT inh	dFosB act
8	Cc1onc(-c2ccccc2)c1C(=O)OCC(=O)NC(=O)c1ccccc1	-2	2	-5	-4	-3	0.3	11	4	-2	-3
9	CCOCc1nnc(NC(=O)CS(=O)(=O)c2ccc(C)cc2)s1	4	-5	/	-3	2	0.4	13	3	-4	3

# The listing picks up with the four entries that preceded the break.
7. Cc1oc(-c2nc3ccccc3n2C)cc1C(=O)c1ccccc1
8. Cc1onc(-c2ccccc2)c1C(=O)OCC(=O)NC(=O)c1ccccc1
9. CCOCc1nnc(NC(=O)CS(=O)(=O)c2ccc(C)cc2)s1
10. C=CCC1c2cccc(C(=O)O)c2C(=O)N1c1ccc(Cl)cc1 (stereo not given)
11. O=C(N/N=C\c1cn[nH]c1-c1ccccc1)c1cccs1
12. CS(=O)(=O)N(CC(=O)NC1CCCC1)Cc1ccc(F)cc1
13. O=C1CC[C@@H]2CC(N3CCN(c4ccccc4)CC3)C[C@@H]3CCN1[C@H]23 (stereo not given in full)
14. Cc1ccc2c(c1)c(C)c(C)n2CC(O)Cn1nc(C)c(Br)c1C (stereo not given)
15. COCC1=C(C(=O)OC(C)OC(=O)OC(C)C)N2C(=O)[C@@H](NC(=O)/C(=N\OC)c3csc(N)n3)[C@H]2SC1 (stereo not given in full)
16. CCOc1ccccc1CNC(=O)CCCn1ccc2cc(S(=O)(=O)N3CCCC3)ccc21
17. C[C@H]1CN([C@@H](C)CO)C(=O)Cc2cc(NC(=O)CCC(F)(F)F)ccc2O[C@H]1CN(C)Cc1ccc(C(F)(F)F)cc1
18. CC(NS(=O)(=O)c1ccc2c(c1)C(C)(C)C(=O)N2C)c1ccccc1 (stereo not given)
19. CCn1c(SCC(=O)c2ccc(Br)cc2)nnc1C(C)NC(=O)Cc1ccc(OC)cc1 (stereo not given)
20. COc1ccc(OC)c(C2=NOC(C(=O)NCc3cccs3)C2)c1 (stereo not given)
screen / no.	7	8	9	10	11	12	13	14	15	16	17	18	19	20
Wnt act	19	-2	4	0	3	0	1	/	-2	-3	-8	0	-7	-3
HTR5A ag	2	2	-5	3	0	1	7	6	1	2	4	-3	0	1
SR-BI HDL uptake	-5	-5	/	-3	11	-31	-9	34	88*	30	-25	-10	27	6
PvdQ acylase	-27	-4	-3	2	5	-2	-7	-12	8	-6	-4	-13	4	2
V-ATPase pH	1	-3	2	-2	-3	0	1	6	-4	4	1	3	-4	0
CDK5 p35 inh	8.5	0.3	0.4	1.9	-0.9	-1.0	-1.6	-3.3	3.2	/	-1.6	1.2	1.7	0.7
HTR5A inv ctr	-36	11	13	-8	0	8	-9	-27	-30	-7	-10	9	-17	6
MITF TRPM1 HTS	-15	4	3	-10	3	1	8	1	13	-16	-5	/	-10	-10
NSD2 HMT inh	3	-2	-4	8	37	-2	/	0	/	3	/	/	-2	-4
dFosB act	-11	-3	3	2	-15	9	3	-9	3	-7	-11	-7	2	5

21. Cc1ccc(N(CC(=O)NCc2ccco2)C(=O)CNS(=O)(=O)c2ccc(F)cc2)c(C)c1
22. CCC(C)NC(=O)Nc1ccc(Br)cc1Cl (stereo not given)
23. COc1ccc(C)cc1NC(=O)Nn1cnnc1
24. COc1ccc(NS(=O)(=O)c2ccc(SC)cc2)c(OC)c1
25. Cc1coc2cc3oc(=O)c(CCC(=O)N4C[C@H]5C[C@@H](C4)c4cccc(=O)n4C5)c(C)c3cc12
26. COc1ccccc1NC(=O)CC12CC3CC(CC(Br)(C3)C1)C2
27. O=C(NCc1cccs1)C1CCN(S(=O)(=O)c2cccc([N+](=O)[O-])c2)CC1
28. CCOC(=O)N1CCN(C(=O)c2ccc(CSc3ccc(Cl)cc3)cc2)CC1
29. Cc1ccc2oc3nc(C)c(C(=O)O)cc3c(=O)c2c1
30. Cc1ccccc1NC(=O)Cc1nc(COC(=O)C(C)C)cs1
screen / no.	21	22	23	24	25	26	27	28	29	30
Wnt act	-1	-1	/	/	-1	-4	-1	-5	/	-2
HTR5A ag	2	1	-1	-2	26*	-1	-2	/	2	2
SR-BI HDL uptake	12	4	30	3	0	1	/	52	-3	1
PvdQ acylase	10	8	-13	-8	-1	4	-12	2	15	2
V-ATPase pH	-2	-5	7	-3	5	-4	1	2	-1	-5
CDK5 p35 inh	-0.4	2.2	1.6	0.0	-0.2	-0.3	-0.5	0.2	5.3	1.9
HTR5A inv ctr	-11	20	3	-38	-10	3	5	/	-13	8
MITF TRPM1 HTS	-7	7	/	-6	-2	-7	-21	-13	-9	-2
NSD2 HMT inh	4	-5	3	-1	/	/	0	-5	-1	0
dFosB act	-12	-2	-1	1	-16	-4	-2	-17	-1	-3

31. Cc1ccc(CC(=O)N2CCN(c3ccccn3)CC2)cc1
32. CSc1nsc(SCC(=O)Nc2ccccc2C(N)=O)n1
33. COc1cc2c(cc1OC)C(C)N(C(=O)/C=C/c1cc(OC)c(OC)c(OC)c1)CC2 (stereo not given)
34. O=C(Nc1ccc2c(c1)OCCO2)c1cnc2n(c1=O)CCS2
35. Cc1ccc(C)c(NC(=O)C2(C)CC3c4ccccc4C2c2ccccc23)c1 (stereo not given)
36. C/C(=N\NC(=O)c1ccccc1F)c1cccc(NC(=O)c2ccccc2)c1
37. CC(=O)c1ccc(N(C(=O)c2ccco2)C(C(=O)NC2CCCC2)c2cccs2)cc1 (stereo not given)
38. Cc1[nH]c(=O)c(C#N)c(C)c1CCC(=O)NCc1ccc(Cl)cc1
39. CCCCc1nc2ccccc2n1CC(=O)NN
40. CNC(=O)N(C1=NCC(C)(C)S1)c1ccc(F)c(Cl)c1
screen / no.	31	32	33	34	35	36	37	38	39	40
Wnt act	6	-1	-2	0	/	4	1	0	3	5
HTR5A ag	-3	1	3	3	-1	1	-4	-1	/	-5
SR-BI HDL uptake	-6	/	40	/	/	-4	/	7	-44	-2
PvdQ acylase	3	0	-1	-6	7	-17	3	1	7	7
V-ATPase pH	3	-2	-1	-1	1	2	6	2	1	0
CDK5 p35 inh	-1.2	-2.0	0.3	2.0	-0.2	-2.6	-0.7	-0.6	-0.1	-0.5
HTR5A inv ctr	-25	-2	-12	-9	-16	7	11	5	/	-12
MITF TRPM1 HTS	-3	-3	-12	69	-10	49	/	-11	6	7
NSD2 HMT inh	2	4	-4	/	11	-1	2	-4	-1	/
dFosB act	0	-1	9	-3	-1	-2	-3	-4	0	-4

41. COC(=O)c1ccc(CS(=O)(=O)c2ccccc2C)o1
42. CCc1ccccc1NC(=O)CCc1nc(-c2cccs2)no1
43. CC1Cc2ccccc2N1C(=O)C1CCCCN1S(=O)(=O)c1ccccc1 (stereo not given)
44. COCCCC1CCN(C(=O)C2CCC(=O)N(C3CCCC3)C2)CC1 (stereo not given)
45. Cc1nc([N+](=O)[O-])cn1CC(=O)c1ccc(OC(F)(F)F)cc1
46. CCOC1(OCC)C(c2ccc(Cl)cc2)C(C#N)(C#N)C1(OCC)OCC (stereo not given)
47. COc1ccc(CCNC(=O)C2CCN(S(=O)(=O)c3cc(OC)ccc3OC)CC2)cc1
48. COc1ccc(C(=O)N2[C@@H](C(C)C)COc3cc(Br)ccc3S2(=O)=O)cc1
49. COc1ccc(OC)c(-c2csc(NC(=O)C3=NNC(=O)CC3)n2)c1
50. COc1ccccc1NC(=O)c1cnc2c(-c3ccccc3)c(C)nn2c1C
screen / no.	41	42	43	44	45	46	47	48	49	50
Wnt act	/	-8	/	2	/	/	-5	-2	-2	2
HTR5A ag	-1	1	-1	1	5	0	1	2	-1	6
SR-BI HDL uptake	-16	-1	9	-25	2	2	12	/	74*	-14
PvdQ acylase	-10	-20	3	-1	-9	-12	-16	-7	-8	-3
V-ATPase pH	-1	1	0	3	3	2	-3	1	-1	1
CDK5 p35 inh	-1.4	1.5	-0.8	0.2	-0.1	-1.3	2.6	-0.4	-0.9	0.3
HTR5A inv ctr	-5	-11	13	1	-17	1	5	-7	4	-18
MITF TRPM1 HTS	9	4	-14	-4	/	-27	9	7	4	-1
NSD2 HMT inh	0	-5	-4	4	1	/	-16	/	1	-1
dFosB act	-3	-2	-12	-4	4	-5	3	-11	-10	-2

51. COC(=O)C1=C(C)N=C2SC(C#N)=C(N)N2C1c1cccc(OC)c1 (stereo not given)
52. CCOc1cc2[nH]c(=S)n(Cc3ccc(C(=O)O)cc3)c(=O)c2cc1OCC
53. Cc1cc(C(=O)OCc2nc3ccccc3s2)c(C)o1
54. COC(=O)C1=C(CS(=O)(=O)c2ccc(Cl)cc2)NC(=O)NC1c1ccc(O)c(OC)c1 (stereo not given)
screen / no.	51	52	53	54
Wnt act	/	0	/	-1
HTR5A ag	-2	0	-3	-1
SR-BI HDL uptake	5	-11	18	-4
PvdQ acylase	-8	-12	-3	-16
V-ATPase pH	0	-1	2	-1
CDK5 p35 inh	1.5	0.1	1.5	-1.0
HTR5A inv ctr	6	2	19	-14
MITF TRPM1 HTS	14	-10	69	14
NSD2 HMT inh	1	1	-7	-3
dFosB act	1	-1	-5	0

# Screening data from PubChem.
